MrgX1 antag: blocks BAM8-22 activation of human MrgX1 receptor; Q96LB2; MRGX1-HEK293 calcium flux, Fluo-4, BAM8-22 antagonism; active compounds read low; B-score at 10 µM; 310,000 compounds, 1.3% hits;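 active means calcium-response B-score plate-corrected more than 3 library SD below zero, starting fluorescence within 5 deviations, no agonist response on first addition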;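 further: peak minus trough fluorescence over baseline after final BAM8-22 challenge near maximal dose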
Target sequence (Q96LB2 whole entry, looked up): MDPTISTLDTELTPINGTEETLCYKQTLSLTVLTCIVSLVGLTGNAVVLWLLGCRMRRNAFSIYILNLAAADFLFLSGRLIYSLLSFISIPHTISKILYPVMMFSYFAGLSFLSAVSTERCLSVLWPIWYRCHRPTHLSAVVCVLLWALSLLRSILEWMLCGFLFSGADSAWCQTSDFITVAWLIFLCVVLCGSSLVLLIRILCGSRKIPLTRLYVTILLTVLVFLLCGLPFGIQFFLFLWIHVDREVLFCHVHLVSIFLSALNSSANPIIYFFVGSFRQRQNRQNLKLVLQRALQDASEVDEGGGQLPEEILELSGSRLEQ
TMEM16A act: activates or potentiates the mouse TMEM16A chloride channel | 340,000 compounds, 0.3% hits | B-score at 10 µM | HEK293 TMEM16A/YFP-H148Q/I152L, iodide quench fluorescence; active compounds read low | Q8BHY3;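 active means fluorescence-ratio B-score plate-corrected deviation score at least 3 library SD below zero, with starting fluorescence score within 5 deviations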;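 further: channel opened by trigger with iodide after compound preincubation; score built on the fluorescence ratio of max minus min over baseline; more negative score means more quench and so TMEM16A activation or potentiation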
RGS4 block: inhibitors of human RGS4 | B-score at 10 µM | AID 463165 | P49798 | 310,000 compounds, 0.45% hits | HEK293 M3R/RGS4 inducible, Fluo-4 calcium flux; active compounds read high; triggered by carbachol at its EC20;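 active means B-score, a plate-corrected calcium signal, over three deviations above library mean, with baseline fluorescence within five deviations of library mean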;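 further: RGS4 expression induced by doxycycline in cells with stable M3 receptor; B-score is computed from the integrated fluorescence ratio over baseline after carbachol; higher B-score means a larger calcium signal and so more RGS4 inhibition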
Target sequence (P49798 whole entry, looked up): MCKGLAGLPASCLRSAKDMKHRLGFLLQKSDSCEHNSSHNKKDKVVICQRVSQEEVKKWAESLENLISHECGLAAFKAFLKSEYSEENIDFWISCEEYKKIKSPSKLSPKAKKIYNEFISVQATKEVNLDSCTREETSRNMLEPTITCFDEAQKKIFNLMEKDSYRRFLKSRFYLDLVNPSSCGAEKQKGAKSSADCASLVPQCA
ANO1 block: blocks the mouse calcium-activated chloride channel TMEM16A; 310,000 compounds, 1.2% hits; Q8BHY3; HEK293 TMEM16A/YFP iodide influx fluorescence, ionomycin; normalized B-score (activity score, 25-100; higher = stronger inhibition) at 10 µM; AID 588511;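 active means ratio plate-corrected score three or more library SD toward inhibition, starting fluorescence score within five deviations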;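 further: score derived from kinetic fluorescence span divided by baseline fluorescence per well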
TRPC6 inhibitor: mouse TRPC6 channel inhibition; Q61143; HEK293-TRPC6, membrane potential dye, ACh-evoked depolarization; active compounds read low; B-score at 10 µM; 310,000 compounds, 1.1% hits; AID 2553;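 active means B-score under library mean minus 3 SD, initial fluorescence not abnormally high, positive integrated signal ratio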;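 further: B-score derived from integrated fluorescence ratio over the kinetic read; more negative B-score means stronger inhibition of depolarization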
MrgX1 ag: activates human MrgX1 receptor signaling. Q96LB2. MrgX1-HEK293 cells, Fluo-4 calcium fluorescence, agonist mode; active compounds read high. B-score at 10 µM. 310,000 compounds, 0.44% hits;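 active means calcium response B-score plate-corrected fluorescence ratio at least 3 library SD, with starting fluorescence B-score inside 5 SD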
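times = overnight plating, then 30 min 37 °C plus 30 min room-temperature dye loading | assay system = stable human MrgX1 HEK293 cell line | input = fifteen thousand cells per well | signal = kinetic calcium dye fluorescence, Fluo-4 NW | dosing = compound delivered in addition one of three | read-out = B-scored fluorescence response ratio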
TRPC4 inh: blocks the mouse TRPC4 cation channel | Q9QUQ5 | HEK293 TRPC4beta/mu-opioid, DAMGO-evoked Fluo4 calcium flux; active compounds read low | B-score at 10 µM | 300,000 compounds, 0.39% hits | AID 2247;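 active means B-score over 3 SD under the library average, no early fluorescence shift, positive overall ratio signal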
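Assay system: TRPC4beta/mu-opioid receptor HEK293 cell line; compound dosing: single concentration per test compound; detection: Fluo4 Ca2+ flux fluorescence; evaluation: per-well B score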
TRPC6 activator: activators of mouse TRPC6 channel; Q61143; HEK293-TRPC6 membrane potential dye fluorescence; active compounds read high; B-score at 10 µM; 310,000 compounds, 0.13% hits;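 active means B-score of the integrated fluorescence ratio above library mean plus 3 SD, and starting fluorescence ratio within library mean plus 5 SD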;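 further: higher score means more depolarization so channel activation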
MrgX1 PAM: allosterically activates human MrgX1 receptor signaling; MrgX1-HEK293, Fluo-4 calcium flux, FDSS; active compounds read high; 310,000 compounds, 0.63% hits; B-score at 10 µM; Q96LB2;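 active means plate-corrected calcium response at least 3 library SD above typical, normal starting fluorescence, not activating the receptor alone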;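 further: compound read alongside a low EC10 to EC30 dose of BAM8-22 agonist; peak minus trough fluorescence over baseline measured at the second addition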
TRPC4 potent: allosterically enhances the mouse TRPC4 cation channel. Q9QUQ5. HEK293 TRPC4beta/mu-opioid, DAMGO EC20, Fluo-4 Ca2+ flux; active compounds read high. B-score at 10 µM. 310,000 compounds, 0.42% hits. AID 2227;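 active means B-score of calcium response area above 5 SD of library B-scores, with initial fluorescence ratio within 5 SD of library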;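 further: B-score of integrated fluorescence ratio over time as area under calcium response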
TRPC4 agonist: TRPC4 (mouse) channel activation. B-score at 10 µM. 310,000 compounds, 0.49% hits. Q9QUQ5. HEK293 TRPC4beta/mu-opioid, Fluo4 calcium fluorescence; active compounds read high;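 active means B-score above 5 SD of library B-scores, and initial fluorescence ratio not above library mean plus 5 SD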;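 further: positive B-score marks a calcium rise read as TRPC4 activation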
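system = HEK293 cells stably co-expressing mouse TRPC4beta and mu-opioid receptor | schedule = Fluo4 dye loading 45 min at room temperature, 110 s recording | measure = B-scored integrated calcium fluorescence ratio | signal = Fluo4 calcium-sensitive dye fluorescence, kinetic, 1 Hz baseline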
Numbers without * were called inactive; i = inactive; . = no result given. An excerpt. The share of hits here may be higher or lower than overall.

SMILES	MrgX1 antag	TMEM16A act	RGS4 block	ANO1 block	TRPC6 inhibitor	MrgX1 ag	TRPC4 inh	TRPC6 activator	MrgX1 PAM	TRPC4 potent	TRPC4 agonist
COc1cc(OC)c(OC)cc1/C=C1\C(=O)NC(=O)N(Cc2ccccc2)C1=O	i	i	i	i	i	i	i	i	i	i	i
O=C(Cn1cnc2ccccc2c1=O)NCCC(=O)N1CCC2(CC1)OCCO2	i	i	i	i	i	i	i	i	i	i	i
O=C(CN1CCOCC1)Nc1ccc(Br)cc1C(=O)c1ccccc1	i	i	i	i	i	i	i	i	i	i	i
CCN(CC)c1ccc(/C=C2\C(=O)NC(=S)N(C)C2=O)o1	i	i	i	i	i	i	i	i	i	i	i
CCN1CCN(Cc2cccnc2)CC1	i	i	i	i	i	i	i	i	i	i	i
NP(=O)(Oc1ccccc1Cl)Oc1ccccc1Cl	i	i	i	i	i	i	i	i	i	i	i
O=C(Cn1ccc2ccccc2c1=O)NCC(=O)N1CCC2(CC1)OCCO2	i	i	i	i	i	i	i	i	i	i	i
CCOc1ccc(N=Cc2c(O)n(C(C)(C)C)c(=O)[nH]c2=O)cc1	i	i	i	i	i	i	i	i	i	i	i
O=C(c1cc2c(s1)-c1ccccc1OC2)N1CCC2(CC1)OCCO2	i	i	i	i	i	i	i	i	i	i	i
Cc1nc2nc(SCC(=O)N3CCC4(CC3)OCCO4)nn2c(C)c1Cc1ccccc1	i	i	i	i	i	i	i	i	i	i	i
CCCC[N+]1(C)C2CC(OC(=O)C(CO)c3ccccc3)CC1C1OC12 (configuration not stated)	i	i	i	i	i	i	i	i	i	i	i
COC(=O)CCCCC1SCC(NC(=O)c2ccccc2)C1Cl (configuration not stated)	i	i	i	i	i	i	i	i	i	i	i
Cc1c(N=Nc2c(O)n(Cc3ccccc3)c(=O)[nH]c2=O)c(=O)n(-c2ccccc2)n1C	i	i	i	i	i	i	i	i	i	i	i
COc1ccccc1CN1CCN(C(=O)COc2ccc3ccccc3c2)CC1	i	i	i	i	i	i	i	i	i	i	i
O=C1NC(=O)N(Cc2ccc(F)cc2)C(=O)/C1=C\c1ccoc1	i	i	i	i	i	i	i	i	i	i	i
CC1N=C(c2ccccc2Cl)c2cc(Br)ccc2NC1=O (configuration not stated)	i	i	i	i	i	i	i	i	i	i	i
CC(N=Cc1c(O)[nH]c(=O)[nH]c1=O)c1ccccc1 (configuration not stated)	i	i	i	i	i	i	i	i	i	i	i
CCC(=NCCc1c[nH]c2ccccc12)c1c(O)n(C)c(=O)n(C)c1=O	i	i	i	100*	i	i	i	i	i	i	i
CCC(=O)OC1(c2ccccc2)C(C)CN(C)CC1C (configuration not stated)	i	i	i	i	i	i	i	i	i	i	i
C[C@]12CCC(=O)C=C1CC[C@@H]1[C@@H]2C(=O)C[C@]2(C)C(=O)CC[C@@H]12	i	i	i	i	i	i	i	i	i	i	i
COc1ccc(-c2nn(CCC#N)cc2C(=O)Nc2ccccc2Br)cc1	i	i	i	i	i	i	i	i	i	i	i
O=Cc1cn(Cc2ccc([N+](=O)[O-])cc2)c2ccccc12	i	i	i	i	i	i	i	i	i	i	i
O=C(/C=C/c1ccc(Cl)cc1)NC(=S)N1C[C@H]2C[C@H](C1)c1cccc(=O)n1C2	i	i	i	i	i	i	i	i	i	i	i
C=C1C2C[C@H](O)C(C)(C)[C@@]2(O)[C@H](O)C[C@]23C[C@@](C)(O)[C@H](CC[C@H]12)[C@H]3OC(C)=O (some centres not stated)	i	i	i	i	i	i	i	i	i	i	i
CC(Cc1ccccc1)NC=O (configuration not stated)	i	i	i	i	i	i	i	i	i	i	i
Cc1ccccc1NP(=O)(Oc1ccccc1F)Oc1ccccc1F	i	i	i	i	i	i	i	i	i	i	i
Cn1nccc1C(=O)N1CCC2(CC1)OCCO2	i	i	i	i	i	i	i	i	i	i	i
CCN(CC)C(=O)c1ccc(NC(=O)c2cccc(S(=O)(=O)N3CCN(C)CC3)c2)cc1	i	i	i	i	i	i	i	i	i	i	i
CCC1C(C#N)=C(N)Oc2c1c(=O)oc1ccccc21 (configuration not stated)	i	i	i	i	i	i	i	i	i	i	i
C=CCNC(=S)/N=C/c1c(O)[nH]c(=O)[nH]c1=O	i	i	i	i	i	i	i	i	i	i	i
CC(C)Oc1cccc(C(=O)C2CCCN(Cc3ccon3)C2)c1 (configuration not stated)	i	i	i	i	i	i	i	i	i	i	i
O=P(Nc1c(Cl)cccc1Cl)(c1ccccc1)c1nc2c(s1)CCCC2 (configuration not stated)	i	i	i	i	i	i	i	i	i	i	i
CCCC(C)C1(CC)C(=O)NC(=Nc2ccccc2)NC1=O (configuration not stated)	i	i	i	i	i	i	i	i	i	i	i
CC(C)Oc1ccc(CCN)cc1Cl	i	i	i	i	i	i	i	i	i	i	i
CC(Cc1ccccc1)NC(=O)/C=C/c1ccc(Cl)cc1 (configuration not stated)	i	i	i	i	i	i	i	i	i	i	i
CN1C[C@H](CNC(=O)OCc2ccccc2)C[C@@H]2c3cccc4c3c(cn4C)C[C@H]21	i	i	i	i	i	i	i	i	i	i	i
CCOC(=O)c1ccc(N=C(C)c2c(O)[nH]c(=O)[nH]c2=O)cc1	i	i	i	i	i	i	i	i	i	i	i
O=c1[nH]c(O)c(C=Nc2ccccc2Oc2ccccc2)c(=O)[nH]1	i	i	i	i	i	i	i	i	i	i	i
O=c1c2ccccc2nc(-c2ccco2)n1-c1nccs1	i	i	i	i	i	i	i	i	i	i	i
CCNc1cc(N2CCN(C)CC2)ccc1[N+](=O)[O-]	i	i	i	i	i	i	i	i	i	i	i
Cc1cc(C)cc(N2C(=O)/C(=C\c3ccc(N4CCN(C)CC4)o3)C(=O)NC2=S)c1	i	i	i	i	i	i	i	i	i	i	i
CCCN1CCC[C@@H]2Cc3nc(N)ncc3C[C@H]21	i	.	i	i	i	i	i	i	i	11*	i
CN(C)c1ccc2c(c1)N=C(c1ccco1)OP2(=S)N1CCOCC1 (configuration not stated)	i	i	i	i	i	i	i	i	i	i	i
CN1CCCN(C(=O)COc2cccc(C(F)(F)F)c2)CC1	i	i	i	i	i	i	i	i	i	i	i
CN1/C(=C\C=C2C(=O)NC(=S)NC2=O)C(C)(C)c2ccccc21	.	i	i	.	i	.	i	i	.	i	i
OCCNCCc1c[nH]c2ccc(OCc3ccccc3)cc12	i	i	i	i	i	i	i	i	i	i	i
Cc1ccc(NP(=O)(Oc2ccccc2F)Oc2ccccc2F)cc1C	i	i	i	i	i	i	i	i	i	i	i
COc1cc(OC)c(OC)cc1CNCCc1ccc2c(c1)OCO2	i	i	i	i	i	i	i	i	i	i	i
CCCCn1c(O)c(C(C)=NCc2ccc(F)cc2)c(=O)[nH]c1=O	i	i	i	i	i	i	i	i	i	i	i
Cn1c(O)c(C(=O)c2ccccc2F)c(=O)n(C)c1=O	i	i	i	i	i	i	i	i	i	i	i

Later entries.
SMILES	MrgX1 antag	TMEM16A act	RGS4 block	ANO1 block	TRPC6 inhibitor	MrgX1 ag	TRPC4 inh	TRPC6 activator	MrgX1 PAM	TRPC4 potent	TRPC4 agonist
C=C(C=O)C[C@@H]1C[C@H](O)C2OC3C[C@]4(C)OC5/C=C\CC6OC7C(CC=CCC6OC5CCCC4OC3CC2O1)OC1CC2OC3CC(=O)OC3C[C@@H](C)C[C@@]2(C)OC1C[C@@H]7C (some centres not stated)	.	.	i	.	i	.	i	i	.	i	i
COc1ccccc1NC(=O)N1C[C@@H]2C[C@@H](C1)c1cccc(=O)n1C2	i	i	i	i	i	i	i	i	i	i	i
NC(=O)Cn1cc(C(=O)c2ccccc2F)c2ccccc21	i	i	i	i	i	i	i	i	i	i	i
CN1CCN(c2cc(N3CCCC3)c([N+](=O)[O-])cc2F)CC1	i	i	i	i	i	i	i	i	i	i	i
O=[N+]([O-])NC1=NCN(Cc2ccco2)CN1Cc1ccco1	i	i	i	i	i	i	i	i	i	i	i
O=C(Nc1ccc(Cl)cc1)Nc1nccs1	i	i	i	i	i	i	i	i	i	i	i
CCOc1ccc(C2(C#N)CC[N+](C)(C)CC2)cc1	i	i	i	i	i	i	i	i	i	i	i
CSc1nc2ccc(C)cc2c(=O)n1-c1cccnc1	i	i	i	i	i	i	i	i	i	i	i
COc1ccc(-n2c(=O)[nH]c3ccccc3c2=O)c(OC)c1	i	i	i	i	i	i	i	i	i	i	i
COCCOC(=O)C1=C(N)OC(C)=C(C(=O)OC)C12C(=O)Nc1ccccc12 (configuration not stated)	i	i	i	i	i	i	i	i	i	i	i
Cn1c(O)c(C(c2ccncc2)c2c(O)n(C)c(=S)n(C)c2=O)c(=O)n(C)c1=S	i	i	i	i	i	i	i	i	i	i	i
O=C(Nc1ccccc1Cl)OC1CN2CCC1CC2 (configuration not stated)	i	i	i	i	i	i	i	i	i	25*	i
CC(=O)Nc1ccccc1C(=O)OCC(=O)c1ccc2ccccc2c1	i	i	i	i	i	i	i	i	i	i	i
O=C1CC(=O)N(Cc2ccccc2)C(=O)N1CCCCCCN1C(=O)CC(=O)N(Cc2ccccc2)C1=O	i	i	i	i	i	i	i	i	i	i	i
CCCN(CCC)C(=O)Cc1c(-c2ccc(Cl)cc2)nc2c(Cl)cc(Cl)cn12	i	i	.	i	.	i	.	.	i	.	.
CCCc1nc2ccccc2c(=O)n1-c1ccc(OC)cc1	i	i	i	i	i	i	i	i	i	i	i
CC(C)CNc1c2c(nc3ccccc13)CCC2	i	i	i	i	i	i	i	i	i	i	i
c1ccc(CCN2CCC3(CC2)OCCO3)cc1	i	i	i	i	i	i	i	i	i	i	i
Cc1c(N=Nc2c(O)[nH]c(=O)[nH]c2=O)c(=O)n(-c2ccccc2)n1C	i	i	i	i	i	i	i	i	i	i	i
O=C(O)COc1ccc(Cl)cc1Cl	i	i	i	i	i	i	i	i	i	i	i

High-throughput results from PubChem BioAssay.
